# Jurkat NFkB inh: inhibitors of induced NF-kB luciferase reporter, primary screen, TCR NF-kB activation inhibitor project, cell-based, luminescence, uHTS; Jurkat, PMA/ionomycin-induced NF-kB luciferase reporter; inhibition, % at 4 µM; hit rate 0.53% among 330,000; AID 435003, 2010; in the data active = inhibition above about 50%
# APJ antag: antagonists of human apelin receptor APJ, primary screen, CHO-K1 cells, beta-arrestin complementation, luminescence; P35414; inhibition, % at 20 µM; hit rate 0.32% among 330,000; AID 2521, 2010;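 active = inhibition above about 40% at 20 µM, limit read from the data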;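 note: cells challenged with 10 nM apelin-13 agonist together with compound; plate controls were apelin-13 plus DMSO wells for no effect and DMSO wells lacking apelin-13 for full effect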
# Target sequence (P35414 whole entry, looked up): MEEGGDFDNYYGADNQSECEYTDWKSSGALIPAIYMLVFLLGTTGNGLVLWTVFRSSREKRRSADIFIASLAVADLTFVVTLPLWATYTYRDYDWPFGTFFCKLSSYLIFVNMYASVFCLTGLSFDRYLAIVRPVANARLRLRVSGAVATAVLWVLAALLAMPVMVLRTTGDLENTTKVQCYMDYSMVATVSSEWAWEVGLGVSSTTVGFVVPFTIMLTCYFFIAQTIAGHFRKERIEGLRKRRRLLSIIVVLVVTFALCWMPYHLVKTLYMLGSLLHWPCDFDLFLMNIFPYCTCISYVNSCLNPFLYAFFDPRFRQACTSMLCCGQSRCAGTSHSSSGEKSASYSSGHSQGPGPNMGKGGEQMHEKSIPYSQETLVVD
# 697 NFkB inh: inhibitors of PMA/ionomycin-induced NF-kB reporter, 697 cells, primary screen, B-cell NF-kB inhibitor project, cell-based, luminescence, uHTS. 697 B-cell NF-kB luciferase reporter, 16 h. inhibition, % at 4 µM. hit rate 0.33% among 330,000. AID 435022, 2010; in the data active = inhibition above about 35%
# Gli-Sufu antag: Gli-Sufu pathway antagonists, primary screen, luciferase luminescence, Sufu-KO-LIGHT cells, uHTS; Sufu-KO-LIGHT fibroblasts, Gli luciferase reporter luminescence; inhibition, % at 5 µM; hit rate 0.74% among 340,000;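 active = inhibition above about 55%, limit read from the data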;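 note: 0% = DMSO-treated cells and 100% = wells with medium but no cells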
# CXCR6 inh: CXCR6 receptor inhibitors, primary screen, cell-based, beta-arrestin, luminescence, CHO-K1 PathHunter, 1536-well. C-X-C chemokine receptor type 6 (Homo sapiens), O00574. hit rate 0.36% among 360,000. inhibition, % at 20 µM; in the data active = inhibition above about 34%, passing the limit was not always enough;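 note: antagonist mode with CXCL16 agonist at 10 nM final; 0% = 10 nM CXCL16 with DMSO and 100% = unstimulated wells without agonist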
# CCR6 antagonist: CCR6 receptor antagonists, primary screen, cell-based, CHO-K1, luminescence, beta-arrestin, uHTS. CHO-K1 CCR6 PathHunter beta-arrestin, CCL20-stimulated. inhibition, % at 20 µM. hit rate 0.49% among 340,000. AID 493098, 2011;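 active = compounds whose inhibition of the agonist-driven luminescence signal at 20 µM reaches about 50%, limit read from the data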;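 note: cells stimulated with CCL20 at 14 nM final; plate controls were DMSO with CCL20 for no effect and DMSO without agonist for full effect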
# UBC13 inh: UBC13 polyubiquitin chain formation inhibitors, primary screen, biochemical, TR-FRET, uHTS; inhibition, % at 20 µM; AID 485273, 2010; hit rate 0.47% among 330,000; Ubiquitin-conjugating enzyme E2 N (Homo sapiens), P61088; in the data active = inhibition above about 45%, passing the limit was not always enough
# Target sequence (P61088 whole entry, looked up): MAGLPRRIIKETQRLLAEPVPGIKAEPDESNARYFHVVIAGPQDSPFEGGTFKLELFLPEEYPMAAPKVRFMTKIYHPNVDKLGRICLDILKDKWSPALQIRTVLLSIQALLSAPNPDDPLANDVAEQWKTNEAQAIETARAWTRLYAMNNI
# EBI2 block: EBI2 receptor antagonists, beta-arrestin recruitment, primary screen, cell-based, luminescence, 7a,25-OHC stimulation, uHTS; AID 651636, 2012; 7a,25-OHC stimulated; hit rate 0.81% among 360,000; inhibition, % at 5 µM; G-protein coupled receptor 183 (Homo sapiens), P32249; in the data active = inhibition above about 38%;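 note: enzyme fragment complementation signal reports receptor beta-arrestin coupling in cells; 0% = agonist plus DMSO wells and 100% = wells without agonist; some results beyond the cut were filed as inactive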
# Target sequence (P32249 whole entry, looked up, the tested form may be a part): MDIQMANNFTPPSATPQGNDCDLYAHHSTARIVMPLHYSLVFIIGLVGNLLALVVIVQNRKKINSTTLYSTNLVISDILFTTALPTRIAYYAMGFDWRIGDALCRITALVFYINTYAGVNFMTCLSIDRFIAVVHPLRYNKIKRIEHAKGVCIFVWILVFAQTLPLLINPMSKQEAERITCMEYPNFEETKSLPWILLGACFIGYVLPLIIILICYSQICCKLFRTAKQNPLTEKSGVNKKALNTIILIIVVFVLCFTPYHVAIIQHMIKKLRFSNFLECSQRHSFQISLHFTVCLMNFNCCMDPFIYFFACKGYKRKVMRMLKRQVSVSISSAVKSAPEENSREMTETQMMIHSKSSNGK
# The depositor's hits bear a star; / = no result given; & = joins results of further samples.
mol,Jurkat NFkB inh,APJ antag,697 NFkB inh,Gli-Sufu antag,CXCR6 inh,CCR6 antagonist,UBC13 inh,EBI2 block
Cc1cc(NC(=O)C(C)SCC(=O)N(C)CC(=O)Nc2ccc(Br)cc2C)no1 (stereo unspecified),12.8,20.2,-4.9,0.4,-0.1,4.4,-6.3,4.0
COc1cccc(-c2nnc(NC(=O)c3ccco3)s2)c1,-12.7,5.1,-121.1,-43.6,-5.5,3.1,-5.0,-13.1
NC(=O)COC(=O)c1cccc(S(=O)(=O)N2CCN(c3ccc(F)cc3)CC2)c1,5.6,10.0,22.6,-3.5,5.6,4.8,-3.2,-5.4
CC1(c2ccccc2)NC(=O)N(CC(=O)Nc2ccccc2C(=O)NC2CC2)C1=O (stereo unspecified),10.8,-9.0,5.9,-10.6,-6.2,6.9,4.9,4.5
CCc1cc2c(=O)c(-c3nc4ccccc4n3C)coc2c(CN2CCCCC2)c1O,7.0,11.6,4.4,-0.9,-1.1,-6.5,-1.4,4.5
CC(NS(=O)(=O)c1ccccc1)C(c1cccs1)N1CCN(c2ccccc2)CC1 (stereo unspecified),1.4,13.4,-11.2,22.7,7.5,14.9,-0.4,16.2
CCCCSc1nnc(-c2cc3c(C(F)(F)F)nn(C)c3s2)n1C,-26.5,8.3,-12.1,-21.1,-2.3,9.3,-6.4,4.2
O=C(COc1ccccc1)N1CCN(C(=O)c2cccs2)CC1,-1.6,10.0,5.7,1.6,0.7,-16.2,-3.6,14.2
CCc1cc(C(=O)N2CCCC(C(=O)c3cccc4ccccc34)C2)n(C)n1 (stereo unspecified),15.8,-4.6,-36.9,10.9,-3.2,2.2,8.6,32.3
Cc1cccc(OC(C)C(=O)Nc2cc(S(=O)(=O)N3CCCCC3)ccc2C)c1 (stereo unspecified),-6.2,6.2,-6.4,-6.0,9.5,18.3,3.6,6.7
COc1ccc(C(=O)On2c(-c3ccc(Br)cc3)nc3ccccc3c2=O)cc1,1.6,9.6,18.2,2.1,-7.2,-3.5,2.0,-15.3
O=c1c2c([N+](=O)[O-])cc([N+](=O)[O-])cc2sn1Cc1ccccc1,-2.2,9.2,7.6,-18.5,45.1*,96.7*,-22.5,6.0
Cc1cc(OCC(=O)N2CCc3ccccc3C2)c(C)cc1Br,-10.2,-26.0,-12.5,25.8,11.0,15.2,-2.7,10.8
CCN(C[C@H]1N[C@@](Cc2ccccc2)(C(=O)OC)[C@H]2C(=O)N(C)C(=O)[C@@H]12)C(=O)c1ccccc1,1.3,8.7,21.1,-3.2,7.6,5.6,6.1,-1.9
COc1ccc2[nH]c3c(c2c1)CCN1C(=O)C(CC(=O)NCc2ccco2)C[C@H](C(=O)N2CCCCC2)[C@@]31CCc1ccccc1 (stereo partly specified),/,/,7.5,4.2,6.7,22.1,/,6.8
CCOC(=O)C1CCCN(Cc2c(C(=O)N3CCOCC3)nc3ccccn23)C1 (stereo unspecified),4.6,-10.3,8.4,0.6,-12.7,8.3,-1.2,0.4
COc1ccc(OC)c(N(CC(=O)N2CCC(C)CC2)S(=O)(=O)c2ccc(OC)c(OC)c2)c1,-2.1,2.2,22.5,4.1,8.5,-9.1,1.9,-3.0
COc1cc2c(cc1OC)-c1nnc(-c3ccco3)n1C1(CCCC1)C2,6.0,12.7,14.6,-0.8,-18.2,1.6,2.7,-4.8
O=C(CCc1nnc(C2CCCCC2)o1)N1CCC(Oc2cccnc2)CC1,-8.9,-1.4,-17.4,5.4,2.0,-3.5,-8.4,-10.0
Cc1occc1-c1nnc(SCC(=O)c2ccc(F)cc2)n1Cc1ccco1,17.2,11.7,13.8,4.7,2.3,6.0,0.8,7.2

# Compounds from the list above that contain two or more sulfur atoms (two):
mol,Jurkat NFkB inh,APJ antag,697 NFkB inh,Gli-Sufu antag,CXCR6 inh,CCR6 antagonist,UBC13 inh,EBI2 block
CC(NS(=O)(=O)c1ccccc1)C(c1cccs1)N1CCN(c2ccccc2)CC1 (stereo unspecified),1.4,13.4,-11.2,22.7,7.5,14.9,-0.4,16.2
CCCCSc1nnc(-c2cc3c(C(F)(F)F)nn(C)c3s2)n1C,-26.5,8.3,-12.1,-21.1,-2.3,9.3,-6.4,4.2

# More records follow:
mol,Jurkat NFkB inh,APJ antag,697 NFkB inh,Gli-Sufu antag,CXCR6 inh,CCR6 antagonist,UBC13 inh,EBI2 block
CCOc1ccc(CCNC(=O)CCC(=O)c2cccs2)cc1OCC,-7.3,-3.1,16.6,-2.9,0.5,9.6,3.7,-17.3
COc1ccc(NC(=O)CC2C(=O)N(c3cccc(OC)c3)C(=O)N2C2CCCCC2)cc1 (stereo unspecified),-6.9,9.5,8.5,3.2,1.8,-0.6,-7.6,1.1
CCCOc1ccc(NC(=O)CC2C(=O)N(CC)C(=S)N2CCCN2CCN(Cc3ccccc3)CC2)cc1 (stereo unspecified),-10.2,-42.4,5.5,-2.8,-7.9,-17.7,28.6,2.1
CN(C)c1ccc(N2C(=O)CSC2=S)cc1,-7.1,4.6,-36.2,8.2,10.8,14.3,-8.6,1.0
Cc1cccc2cc(C#N)c(SCC(=O)NCC3CCCO3)nc12 (stereo unspecified),-14.6,1.6,-29.8,9.8,1.3,6.5,-1.2,-7.1
N#Cc1ccc(CSc2nnc(NC(=O)CCc3nc4ccccc4c(=O)[nH]3)s2)cc1,24.7,32.5,2.2,-0.2,-0.9,8.7,-4.8,11.9
C=CCNCCOCCOc1ccc(C)cc1[N+](=O)[O-],-6.8,11.3,18.8,1.5,-1.8,7.8,-0.2,-7.5
CC(C)Oc1ccc(Cn2c(=O)oc3ccccc32)cc1,-6.7,4.0,3.4,5.8,0.8,11.6,3.8,8.7
Cc1cccc(Nc2sc(C(=O)c3cc4cc(Cl)ccc4o3)c(N)c2C#N)c1,11.9,17.4,-12.9,13.0,5.3,15.4,3.8,22.9
O=C(COc1ccc(Cl)cc1Cl)Nc1ccc(Cl)cn1,-123.4,15.7,-27.4,24.7,-17.3,3.7,8.5,-2.1
CC(=O)Nc1ccc(NC(=O)CN(c2cccc(C)c2)S(C)(=O)=O)cc1,18.9,14.0,21.2,-4.7,-3.9,-18.4,10.5,-2.6
O=C(C=Cc1ccc2c(c1)OCO2)OCC=Cc1ccc2c(c1)OCO2,/,/,/,-4.0,8.5,12.1,/,-3.9
CCOc1ccccc1CNC(=O)Cn1c(=O)oc2ccccc21,1.7,2.3,12.2,9.1,0.8,-11.6,-1.4,-1.0
O=C(C[C@@H]1C/C=C\CCCC(=O)OC[C@@H]2CCCN2C1=O)N[C@@H](CO)Cc1ccccc1,8.7,5.3,5.6,-33.5,-3.8,-0.3,7.9,-7.1
COc1ccc(CC(=O)Nc2oc(-c3ccccc3)c(-c3ccccc3)c2C#N)cc1OC,3.7,-0.9,29.0,14.4,7.0,2.7,-7.0,9.8
Nn1c(Cc2ccccc2)n[nH]c1=S,3.0,-9.0,11.8,1.1,-16.3,-1.1,7.9,-8.9
O=C(NCCc1ccccc1)C1CCN(S(=O)(=O)N2CCOCC2)CC1,-5.0,11.3,-16.9,-12.9,-5.7,7.4,-0.7,7.8
Cc1cccc(C)c1NC(=O)COC(=O)c1ccccc1Nc1ccccc1,-14.1,5.2,-3.5,2.4,-12.2,28.4,29.2,10.5
CC(Oc1ccccc1)C(=O)N=C1SC2CS(=O)(=O)CC2N1c1cccc(F)c1 (stereo unspecified),7.4,23.3,1.9,-6.4,-4.5,17.2,-1.6,-8.0
COc1cc(Cl)c(C)cc1NC(=O)CCN1C(=O)NC(C)(C)C1=O,7.9,-21.1,-10.2,-17.2,-0.7,-11.9,-5.2,-6.1
O=S(=O)(c1ccc(SCCO)nc1)N1CCOCC1,10.1,-13.7,-15.4,-4.1,-9.8,7.7,-7.0,-1.9
CSc1ccc(/C=N/NC(=O)c2cccc(O)c2)cc1,-91.6,-43.8,-33.0,-71.0,6.8,-23.8,-7.2,-5.5
CC(=O)C(N=Nc1ccccc1)(Sc1nnc(-c2ccccc2)n1-c1ccccc1)C(=O)Nc1ccccc1 (stereo unspecified),7.2,7.8,15.6,-6.1,0.3,12.7,-3.8,0.0
COCc1cc(C2C(C(=O)c3ccco3)=C(O)C(=O)N2CCOCCO)ccc1O (stereo unspecified),-18.3,7.3,14.9,-7.6,2.4,-3.3,-0.3,0.3
CCC(C)Sc1cccc(-c2nc3cc(C)ccn3c2NCc2ccccc2)c1 (stereo unspecified),6.1,-45.9,3.0,11.1,-16.3&1.7,17.1,19.7,8.9&12.0
Cc1ccc(C)n1-n1c(C)nc2scc(-c3ccccc3)c2c1=O,0.0,5.7,17.1,8.6,7.8,0.0,9.5,9.5
CCCCCNC(=O)C(C)NS(=O)(=O)c1ccc(OC)cc1 (stereo unspecified),8.7,8.1,2.5,35.3,-0.5,0.2,-4.9,-1.2
O=C(CCCCCN1C(=O)c2cccc3cccc(c23)C1=O)NCc1cccnc1,-4.9,-1.6,-22.4,-0.1,5.9,0.4,76.4*,-4.6
CCOc1ccccc1C(=O)Nc1ccccc1O,-4.8,2.3,5.5,19.6,4.2,2.7,4.9,-2.2
Cc1ccc(NC(=O)CCSc2nnc(-c3ccco3)o2)cc1,-7.6,-1.1,-13.6,-0.9,-3.9,4.6,-5.9,1.2
Cc1ccc(S(=O)(=O)NCc2ccccc2)cc1,3.3,-13.0,2.0,2.9,-0.8,11.5,-12.9,6.5
CCc1ccc(C(=O)NNC(=O)c2cccc(S(=O)(=O)N3CCN(C)CC3)c2)cc1,1.9,16.9,-35.7,-9.2,3.4,-12.2,-7.5,2.0
CC(Sc1nnc(NC2CCCCC2)s1)C(=O)N1CCOCC1 (stereo unspecified),0.9,-1.7,-6.7,-12.4,-0.7,3.5,0.3,-11.2
Cc1ccccc1Cn1cc(NC(=O)c2cc(-c3ccco3)on2)cn1,-25.5,-0.5,37.7*,4.7,-8.3,8.1,16.3,12.1
O=C(C1COc2ccccc2O1)N1CCN(c2ccc(F)cc2)CC1 (stereo unspecified),-6.1,14.5,-12.5,-2.5,-12.1,-4.9,1.5,5.0
Cc1cc(NC(=O)OC2CCCCC2)ccc1[N+](=O)[O-],-111.2,-7.6,-164.0,-66.2,-6.8,22.9,3.4,6.0
O=C(COC(=O)c1ccc(Oc2ccccc2)cc1)Nc1nnc(-c2ccccc2)o1,-10.5,0.5,8.4,1.2,9.8,-7.3,-1.3,4.8
COC(=O)C(CCSC)NC(=O)c1cccc([N+](=O)[O-])c1 (stereo unspecified),14.9,14.9,14.2,34.2,7.5,0.8,13.7,-0.7
O=C(O)CSCCOc1ccc(OCCSCC(=O)O)cc1,-4.1,-5.7,16.9,-12.7,-2.9,4.5,0.7,-5.0
COc1cc(/C=N/NC(=O)Cn2nc([N+](=O)[O-])cc2C)cc(Br)c1OCc1ccccc1,3.6,5.5,1.3,1.7,3.0,14.3,-15.2,7.3
O=C(CN1CCN(c2ccc(O)cc2)CC1)NCC(=O)Nc1ccc(F)c(F)c1F,-6.7,-12.6,5.9,0.8,-8.4,0.8,-9.4,-9.3
CCCCn1c(SCC(=O)N2CCCc3ccccc32)nc2c1c(=O)n(C)c(=O)n2C,0.4,25.0,-21.4,15.6,-5.6,4.3,-9.4,9.8
CCc1ccccc1NC(=O)C1CCCN1C(=O)Nc1ccc(C)cc1 (stereo unspecified),4.5,6.4,12.8,27.2,-1.5,6.9,4.0,-2.7
CCN1CCN(CC(=O)N/N=C/c2ccc(F)cc2F)CC1,-2.2,3.9,11.0,-8.7,-0.9,-8.5,9.5,-5.1
O=C(O)/C=C/C(=O)N1CCN(Cc2ccc3c(c2)OCO3)CC1,4.5,19.8,1.7,-10.4,-3.8,-9.5,7.5,-10.9

# Screens as filed in PubChem BioAssay.
